GLP-1R inv ag: qHTS of GLP-1 Receptor Inverse Agonists (Inhibition Mode) | HEK293 GLP-1R CRE-luciferase, luminescence, 24 h; GLP-1R form is constitutively active | Potency, µM (titrated, usually from 38.3 µM), without a hit: top-dose activity change, negative = inhibition, most hits filed as inhibitors | 1.6% of 410,000 active | AID 624417, 2012; further: potency means the concentration at half of the fitted maximal effect; on the % scale 0 is the no-effect control and ±100 the full control effect; nearly all actives have a fitted effect of over 55% in size
Target sequence (P43220 whole entry, looked up): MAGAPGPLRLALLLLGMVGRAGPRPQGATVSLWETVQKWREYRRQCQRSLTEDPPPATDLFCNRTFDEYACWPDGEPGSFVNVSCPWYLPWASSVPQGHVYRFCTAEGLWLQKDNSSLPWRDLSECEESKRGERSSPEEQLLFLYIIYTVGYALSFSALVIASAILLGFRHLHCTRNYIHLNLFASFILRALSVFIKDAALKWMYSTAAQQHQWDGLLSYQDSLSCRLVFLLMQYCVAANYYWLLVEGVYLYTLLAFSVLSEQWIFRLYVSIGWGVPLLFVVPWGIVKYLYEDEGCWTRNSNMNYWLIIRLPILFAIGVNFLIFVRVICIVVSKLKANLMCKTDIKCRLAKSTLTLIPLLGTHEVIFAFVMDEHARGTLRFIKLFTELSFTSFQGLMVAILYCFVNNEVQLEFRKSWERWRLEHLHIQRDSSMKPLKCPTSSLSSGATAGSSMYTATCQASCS
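Cells are plated, allowed 12 hours at 37 deg C, then treated with compounds for 24 hr before luciferase detection reagent is added and luminescence is read after 12 min at room temperature. The HEK293 line carries constitutively active GLP-1R with a cAMP-responsive reporter.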
GLP1R ag: qHTS of GLP-1 Receptor Agonists | Glucagon-like peptide 1 receptor (Homo sapiens), P43220 | HEK293 GLP-1R CRE-luciferase, luminescence, 4-6 h; cells express a hypersensitive GLP-1R form | Potency, µM (doses to about 45.6 µM), inactives show top-dose activation, actives largely listed as activators | 0.007% of 380,000 active; further: potency means the concentration at half of the fitted maximal effect; % of control where 0% means no effect
D3 antag: qHTS of D3 Dopamine Receptor Antagonist: qHTS; max response, negative = inhibition, %; D(3) dopamine receptor (Homo sapiens), P35462; 2.5% of 360,000 active; AID 652054, 2013; D3R cells, DiscoveRx beta-arrestin luminescence, antagonist mode; hits give low values; in the data active means max response below about -50%; inconclusive means no clear call, values can overlap the other calls; further: on the % scale 0 is the no-effect control and ±100 the full control effect; mostly tested at two doses, the higher about 12 µM
Target sequence (P35462 whole entry, looked up): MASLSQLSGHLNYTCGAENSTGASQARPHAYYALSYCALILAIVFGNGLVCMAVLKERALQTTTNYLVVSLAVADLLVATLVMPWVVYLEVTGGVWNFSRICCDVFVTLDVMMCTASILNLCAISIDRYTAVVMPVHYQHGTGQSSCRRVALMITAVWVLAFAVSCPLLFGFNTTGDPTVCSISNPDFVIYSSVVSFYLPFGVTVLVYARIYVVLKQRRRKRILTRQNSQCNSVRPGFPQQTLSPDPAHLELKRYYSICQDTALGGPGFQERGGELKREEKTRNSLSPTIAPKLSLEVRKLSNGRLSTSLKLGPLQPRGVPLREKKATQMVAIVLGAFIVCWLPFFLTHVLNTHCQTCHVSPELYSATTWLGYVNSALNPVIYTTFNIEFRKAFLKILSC
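Cells expressing the human receptor were seeded at 1500 cells/well, incubated overnight at 37 degrees C in 5% CO2, then exposed to library compounds with dopamine controls for 90 minutes at 37 degrees C before luminescent detection.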
IL2 activator: qHTS of IL-2 Activators | 0.065% of 360,000 active | AID 652025, 2013 | IL-2 activation reporter assay, cell-based qHTS; stimulated with anti-CD3/CD4/CD28 beads; in transgenic mouse T cells | activation, % (series mostly up to about 46 µM); in the data active means activation above about 50%; inconclusive means mostly about 30% to 49%; further: 0% is about no effect
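Readout: EGFP and DsRed signals by fluorescent plate cytometry. Unstimulated transgenic mouse T cells received compound 60 min before antibody-bead stimulation, then incubated 18 h at 37 degrees C.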
PI5P4K alpha inh: qHTS for Inhibitors of phosphatidylinositol 5-phosphate 4-kinase (PI5P4K). Phosphatidylinositol 5-phosphate 4-kinase type-2 alpha (Homo sapiens), P48426. PI5P4Kalpha enzyme, ADP-Glo luminescence, 60 min; hits give low values. max response, %. 1.2% of 330,000 active. AID 652105, 2013; active means max response of -50% or lower; inconclusive means between -30% and -50%; inactive means -30% or higher; further: value at the top dose of about 77 µM; on the % scale 0 is the no-effect control and ±100 the full control effect
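Enzyme plus substrate dispensed, test compounds pinned in, then ATP (5 microM final) added. After 60 min at RT, ADP-Glo reagent 1 for 45 min and reagent 2 for 30 min preceded luminescence imaging.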
PLK1 PBD block: qHTS for Inhibitors of PLK1-PDB (polo-like kinase 1 - polo-box domain): Primary Screen; Serine/threonine-protein kinase PLK1 (Homo sapiens), P53350; Plk1 PBD binding of FITC phosphopeptide, fluorescence polarization; Potency, µM, inactives show max response, negative = inhibition, most hits filed as inhibitors; 2.8% of 360,000 active; AID 720504, 2013; further: potency means the concentration at half of the fitted maximal effect; series mostly up to about 57 µM; on the % scale 0 is the no-effect control and ±100 the full control effect; nearly all actives have a fitted effect of over 65% in size
WRN helicase inh: qHTS for Inhibitors of WRN Helicase. Bifunctional 3'-5' exonuclease/ATP-dependent helicase WRN (Homo sapiens), Q14191. 0.46% of 360,000 active. Potency, µM (highest dose often 114 µM), for the others: top-dose activity change, negative = inhibition, hits mostly inhibitors. WRN helicase unwinding, fluorescent forked duplex, kinetic; further: potency means the concentration at half of the fitted maximal effect; on the % scale 0 is the no-effect control and ±100 the full control effect; nearly all actives have a fitted effect of over 55% in size
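Fluorescence dequenching readout, ex 525 nm/em 598 nm, kinetic mode: forked duplex DNA (100 nM final) with adjacent fluorophore and quencher unwound by WRN (20 nM final) with 2 mM ATP. Compound preincubation 15 min, room temperature.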
HEK293 tox: qHTS of GLP-1 Receptor Inverse Agonists: Cytotox Screen; Potency, µM (series often up to 38.3 µM), for inactives: top-dose activity change, negative = inhibition, usual class: inhibitors; 0.13% of 410,000 active; HEK293 cAMP-luciferase reporter cells, luminescence, 24 h; AID 624418, 2012;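 further: loss of luciferase light is scored as toxicity; potency means the concentration at half of the fitted maximal effect; on the % scale 0 is the no-effect control and ±100 the full control effect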
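Quantitative HTS format, 1536 wells, 200 cells/uL seeded. Compounds: 23 nL, 24 h, 37 °C. Detection: luciferase reagent, luminescence at 12 min RT; decreased signal taken as cytotoxic.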
D3 ag: qHTS of D3 Dopamine Receptor Agonist: qHTS | D(3) dopamine receptor (Homo sapiens), P35462 | D3R DiscoveRx beta-arrestin cells, luminescence, 90 min | max activation, % | 0.58% of 410,000 active | AID 652048, 2013; in the data active means max activation above about 30%; further: 0% is about no effect; mostly tested at two doses, the higher about 12 µM
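Agonist mode: compounds and dopamine controls were applied to plated cells for 90 min at 37 degrees C after an overnight attachment at 1500 cells/well. Luminescent read-out followed 30 - 60 minutes at room temperature with DiscoveRx detection reagent.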
Starred values were filed as active, the others as inactive; ? = inconclusive; / = not tested or not shown; [ ] = another dose, or the depositor's remark. Unless noted, the call rests on the fitted dose curve; in most records, active means well fitted curve in the direction sought with a large enough effect; inconclusive means small, poorly fitted or top-dose-only effect, or another doubt; inactive means no such curve, though single readings can be large; an effect the other way counts as inactive or inconclusive.

SMILES | GLP-1R inv ag | GLP1R ag | D3 antag | IL2 activator | PI5P4K alpha inh | PLK1 PBD block | WRN helicase inh | HEK293 tox | D3 ag
Cc1cc(OCCCCn2ccnc2)cc(C)c1Cl | ? | 10% | -27 | 0.0 | -10 | -16% | 4% | ? | -5
CC(=O)Nc1ccc(S(=O)(=O)N[C@H](C(=O)O)C(C)C)cc1 | 3% | -8% | 13 | -0.1 | -4 | -1% | -11%[57.1 µM] | -10% | 0
Cc1ccc(C)c(NCC(O)c2ccccc2)c1 (stereo not given) | ? | 5% | 6 | -0.6 | 1 | 3% | 2% | 26% | 2
CN(C(=O)CSc1nc2[nH]ncc2c(=O)[nH]1)c1ccccc1 | 7% | -6% | 11 | -0.7 | 1 | -5% | -12% | 13% | -1
C#Cc1cccc(NC(=O)Cc2cccs2)c1 | -4% | 12% | -5 | -0.3 | 0 | -2% | -5% | 11% | 8
CC(C)NC(=O)C1(C)CCN1C(=O)C1(c2ccccc2)CC1 (stereo not given) | 5% | 11% | -17 | 0.1 | 0 | -3% | 1% | 3% | -6
CC1CCCC(NC2CCCCNC2=O)C1 (stereo not given) | 6% | -9% | -9 | -2.9 | / | -5% | 3% | 1% | 0
OCCC1CN(CCCn2cccn2)CCN1Cc1ccccc1 (stereo not given) | 2% | 0% | 1 | 2.1 | 0 | -6% | 3% | 12% | -12
Cn1c(SCC(=O)NC2CCCCC2)nnc1-c1cc2cc(Cl)ccc2o1 | 5% | -2% | -12 | -1.2 | 1 | -13% | -7% | -5% | -4
CCOC(=O)c1cc(NC(=O)c2ccc(Cl)cc2)c(=O)n2c1oc1ccc(Cl)cc12 | 4% | -1% | 11 | -1.5 | / | 4% | 2%[57.1 µM] | 5% | 10
FC(F)(F)c1cc(-c2ccco2)nc(NCCc2ccccc2)n1 | ? | 2% | -12 | -2.0 | / | -6% | -15% | -1% | 2
Cc1ccc(S(=O)(=O)N2CCN(CN3C(=O)CC4(CCCC4)C3=O)CC2)cc1 | 11% | -4% | 17 | 0.9 | -4 | -1% | 4% | -10% | 1
CCOc1ccccc1C(=O)NCCCCNC(=O)c1ccccc1OCC | -14% | ? | 6 | -0.2 | 0 | -14% | 1% | -1% | 2
CCOc1ccc(OCCC(=O)OC(C)C(=O)Nc2ccc(C(C)=O)cc2)cc1 (stereo not given) | 9% | 1% | 13 | -5.5 | 0 | 3% | -12% | -6% | 7
Cc1ccc(C(=O)OCC(=O)c2c[nH]c3ccccc23)cc1S(=O)(=O)N1CCCCC1 | ? | -11% | 9 | -0.7 | -8 | -7% | ? | -6% | 4
C=C(C)CNC(=S)N/N=C1\CCCCc2ccccc21 | ? | 23% | -7 | -7.1 | 0 | 3% | -12%[57.1 µM] | 4µM* | -10
COC(=O)C1=C(Nc2ccccc2NC(=O)c2ccccc2C(=O)O)CSC1 | 0% | 4% | -7 | -2.1 | 0 | -24% | -5% | -14% | -3
Cc1c(C(=O)Nc2ccc3c(c2)OCCO3)cnn1C | -36% | 1% | 17 | -0.2 | -24 | -5% | 7% | -6% | 0
CCN(c1ccccc1)S(=O)(=O)c1ccc(OC)c(NC(=O)CN2C(=O)NC(C)(C)C2=O)c1 | -9% | -5% | 24 | 0.8 | -5 | 2% | 3% | -4% | 6
CN(C)/C=C(\C#N)C(=O)c1cccnc1Oc1ccc(F)cc1F | 0% | -2% | -12 | -0.6 | / | 1% | -3% | -1% | -2
Cc1cc(OCC(O)CN2CCc3ccccc3C2)ccc1Cl (stereo not given) | 7.1µM* | -6% | -98* | -1.0 | 17 | -12% | 3% | -31% | -20
O=C(c1cccc(COCC(F)(F)C(F)F)c1)N1CCN(c2ccccc2)CC1 | 0% | -2% | -4 | -0.9 | / | -6% | 2% | 2% | 15
Cc1ncoc1C(=O)N1CCc2c([nH]c3ccccc23)C1c1ccccc1F (stereo not given) | -23%[7.66 µM] | 13% | -21 | 1.8 | 1 | -6% | -8% | 1%[7.66 µM] | -4
NC(=O)c1c(NC(=O)c2ccc(F)cc2)sc2c1CCC2 | 5% | 12% | 17 | -2.2 | -22 | -19% | 2% | 72%[activator] | 5
Cn1c(C(=O)N2CCOCC2)cc2c(=O)n3ccccc3nc21 | 38%[activator] | 6% | -2 | -3.6 | 1 | -1% | 13% | 425%[activator] | 0
SMILES | GLP-1R inv ag | GLP1R ag | D3 antag | IL2 activator | PI5P4K alpha inh | PLK1 PBD block | WRN helicase inh | HEK293 tox | D3 ag
Cc1ccc(NC(=O)C2CCCN2C(=O)OCc2ccccc2)c(C)c1 (stereo not given) | 0% | -6% | -11 | -0.8 | 0 | -12% | 4% | -3% | -5
O=C(c1ccccc1F)c1cc2c(cc1[N+](=O)[O-])OCCO2 | -3% | 2% | -5 | -0.1 | 2 | -20% | -12% | -4% | 8
CC(OC(=O)c1ncc(Cl)c(Cl)c1Cl)C(=O)NC1(C#N)CCCCC1 (stereo not given) | 6% | 3% | -11 | -2.4 | 1 | -7% | 5% | -11% | 4
O=C(CSc1nc2ccccc2o1)NC1CCS(=O)(=O)C1 (stereo not given) | 22% | -3% | -19 | -5.8 | -7 | 1% | 6% | -2% | -8
CCc1nn(C(CC)C(=O)NCCCc2ccccc2)c(=O)c2cc3occc3n12 (stereo not given) | ? | -5% | -8 | -3.9 | -1 | -24% | 1% | -16% | -1
CCc1nnc(NC(=O)COc2ccc(N(C)S(=O)(=O)c3ccc(C)cc3)cc2)s1 | -9% | -1% | -17 | 0.4 | -1 | -4% | 7% | 3% | -2
O=C(O)Cc1sc(-c2ccccc2Cl)nc1-c1ccccc1 | ? | -2% | -5 | -3.1 | 6 | -8% | -9% | -17% | -6
Cc1ccc(NC(=O)C2CCCN(S(=O)(=O)c3c(C)n[nH]c3C)C2)c(C)c1 (stereo not given) | 7% | -1% | / | / | / | / | / | 3% | -16
Cc1ccnc(NS(=O)(=O)c2ccc(NC(=O)Cc3ccc(F)cc3)cc2)n1 | -8% | -1% | -26 | 0.7 | 0 | -4% | 2% | 4% | 0
Fc1ccccc1/C=C1\CCCC2=C1NC(=S)NC2c1ccccc1F (stereo not given) | ? | 13% | -22 | -0.2 | 2 | 19µM* | 0%[57.1 µM] | -11% | -17
CC(c1ccccc1)C1CC(=O)N(c2cc(Cl)ccn2)C1=O (stereo not given) | 0% | 10% | -25 | 0.2 | 0 | 2% | 7% | 5% | -15
O=c1n(Cc2ccccc2)c2cc(Cl)cnc2n1Cc1ccccc1 | ? | 12% | -19 | -2.0 | 2 | -10% | -1% | -2% | 0
COc1ccc(-n2c(SCC(=O)Nc3nccs3)nc3sc4c(c3c2=O)CCN(C)C4)cc1 | -15% | 8% | ? | 0.4 | -20 | -19% | 0% | -11% | -3
C/C(C=O)=C/c1ccccc1 | 10% | -4% | ? | -0.4 | 0 | -11% | -1% | 1% | 9
N/C(=N\OC(=O)/C=C/c1ccccc1)c1ccccc1 | -2% | -4% | 9 | -0.5 | / | -2% | -3% | -1% | 3
COc1ccc(Cc2nnc(SCC(=O)N(c3ccccc3)C(C)C)n(N)c2=O)cc1 | ? | 1% | 2 | -0.1 | -1 | -3% | 1% | -1% | 3
COc1ccc(/C=N/Nc2ccc([N+](=O)[O-])cc2)cc1Cn1cc([N+](=O)[O-])cn1 | 1% | 22% | ? | -2.1 | 3 | -8% | -1% | -12% | -13
CC1CCN(S(=O)(=O)c2ccc3c(c2)NC(=O)CS3)CC1 | -10% | 8% | 2 | -0.7 | 2 | -1% | 4% | -17% | 2
CCc1ccc(N2CC(C(=O)OCC(=O)Nc3ccc(C#N)cc3)CC2=O)cc1 (stereo not given) | 7% | 3% | -21 | 0.4 | 10 | -9% | -6% | -3% | -3
CC1CC(C)CN(C(=O)COC(=O)c2ccc[nH]c2=O)C1 (stereo not given) | 0% | -4% | 0 | -2.2 | 1 | -8% | -10% | 14% | 6
CSc1nc(-c2ccco2)nn1S(=O)(=O)c1ccc(C)cc1 | 3% | 12% | 17 | -2.6 | -4 | ? | 4% | -7% | -1
O=C(CSc1nc2cc(Cl)ccc2s1)N1CCN(C(=O)c2ccco2)CC1 | 10% | -7% | -10 | 0.4 | -11 | -16% | -11% | -1% | 7
Cc1nn(C)cc1N1C(=O)c2cccc3c(N)ccc(c23)C1=O | 2% | 12% | 6 | 26 | -5 | 2.4µM* | -13% | 61%[activator] | 9
COc1ccc(-c2nc(C(N)=O)c3c(n2)n(-c2ccccc2OC)c(=O)n3C)c(OC)c1 | 8% | -3% | / | / | / | / | / | -5% | -8
O=C(O)c1ccc2c(c1)C(=O)N(CCc1ccccc1)C2=O | 21% | -2% | 0 | 1.0 | -65* | -1% | 0% | 8% | 2
O=C1NC(=O)C2(CCCCC2C2CCCCC2)N1 (stereo not given) | 4% | 7% | -17 | 0.9 | -5 | -2% | -24% | -4% | 0
COC(=O)c1ccc(Cn2cnc3cnccc32)cc1 | 5% | -2% | -18 | 0.2 | 0 | -25% | 1% | 1% | 13
Cc1cccc(NC(=O)Nc2ccc3c(c2)OCO3)n1 | 7% | 7% | -7 | -3.0 | 3 | -8% | 0% | 8% | -1

Shown in CSV form: two of the compounds above
SMILES,GLP-1R inv ag,GLP1R ag,D3 antag,IL2 activator,PI5P4K alpha inh,PLK1 PBD block,WRN helicase inh,HEK293 tox,D3 ag
O=C(CSc1nc2ccccc2o1)NC1CCS(=O)(=O)C1 (stereo not given),22%,-3%,-19,-5.8,-7,1%,6%,-2%,-8
COc1ccc(-c2nc(C(N)=O)c3c(n2)n(-c2ccccc2OC)c(=O)n3C)c(OC)c1,8%,-3%,/,/,/,/,/,-5%,-8
